Bioassay records deposited in PubChem BioAssay by several laboratories.
Bfl-1 displacement: Bfl-1 inhibitors, primary screen, biochemical, fluorescence polarization, FITC-Bid, mouse (AID 432). FITC-Bid BH3 peptide fluorescence polarization displacement; higher % means a stronger effect. 0.02% of 64,000 active. Bcl-2-related protein A1 (Mus musculus). one-dose displacement, % at 20 µM; IC50 in µM for titrated hits; in the data active = a potency from the dose series; inactive = the rest, 99 in 100 with displacement below about 15%; also: strong numbers were not always called active
Alkaline phosphatase: human TNAP enzyme inhibitors, biochemical, luminescent (AID 518) | 0.09% of 64,000 active | purified TNAP enzyme, luminescent substrate readout; higher % means a stronger effect | inhibition, % at 20 µM; hits with a dose series show IC50 in µM | Alkaline phosphatase, tissue-nonspecific isozyme (Homo sapiens); in the data active = a potency from the dose series; inactive = the rest, 99 in 100 with inhibition below about 22%;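 also: plate controls were vehicle for no effect and reference inhibitor for full effect; many of its hits are not listed in these tables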
HPDE-C7 cytotoxicity: cytotoxicity in HPDE-C7 cells, cell-based, fluorescence, HTS (AID 430); HPDE-C7 pancreatic duct cells viability, fluorescence; higher % means a stronger effect; one-dose cytotoxicity, % at 10 µM; EC50 in µM for titrated hits; 1.8% of 63,000 active;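 also: cells exposed to compound for 48 hours before viability readout; 0% = vehicle and 100% = reference cytotoxic drug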
LYP inhibition: LYP phosphatase inhibitors, primary screen, biochemical, DiFMUP fluorescence, recombinant catalytic domain, 10 µM (AID 606) | recombinant LYP catalytic domain, DiFMUP fluorescence; higher % means a stronger effect | inhibition, % at 10 µM; hits with a dose series show IC50 in µM | 52,000 tested, under 10 active;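 active = IC50 under 40 µM in the dose-response test; inactive = IC50 of 40 µM or more, or never dose-tested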
Spn PMK inh: S. pneumoniae PMK inhibitors, primary screen, biochemical, mevalonate pathway, pilot trial included | AID 539, 2006 | inhibition, % at 10 µM | purified PMK, PK/LDH-coupled NADH absorbance 340 nm | 0.49% of 65,000 active;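 active = top-ranked compounds by inhibition in the single 10 µM screen, taking a fixed number of the strongest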;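 also: 0% = full reaction with DMSO carrier and 100% = background rate without enzyme reaction; no value below 0 was filed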
HPDE-C7K KRASV12: cytotoxicity in KRAS-transformed pancreatic duct cells, primary screen, cell-based, fluorescence, HTS (AID 431). HPDE-C7K KRASV12 cells, Alamar Blue viability, 48 h; higher % means a stronger effect. cytotoxicity, % at 10 µM, or EC50 in µM where a hit was titrated. 1.7% of 63,000 active;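 active = compounds whose percent cytotoxicity in the single-dose primary screen, scaled between solvent and toxic-drug controls, exceeds 50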;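 also: 0% = DMSO solvent wells and 100% = doxorubicin-treated wells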
MK inhibit: S. pneumoniae MK inhibitors, primary screen, biochemical, PK/LDH-coupled NADH absorbance; mevalonate kinase [Streptococcus pneumoniae D39]; purified MK, PK/LDH-coupled NADH absorbance 340 nm; inhibition, % at 10 µM; 0.48% of 65,000 active;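 active = ranked among the strongest by inhibition in the single 10 µM screen, a fixed top-ranked set picked for dose follow-up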; also: no value below 0 was filed
Spn DPM-DC inh: S. pneumoniae DPM-DC inhibitors, primary screen, biochemical, PK/LDH-coupled NADH fluorescence | diphosphomevalonate decarboxylase (Streptococcus pneumoniae D39) | calls only at 10 µM | 0.49% of 65,000 active | purified DPM-DC;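 active = the 320 compounds with the highest percent inhibition in the single-dose primary screen, excluding strongly autofluorescent ones, cut at about 32% in these data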;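 also: kinetic rate of NADH fluorescence loss reporting ADP formed by the decarboxylase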
HT1080 viability: cytotoxicity in HT1080 fibrosarcoma cells, cell-based, fluorescence readout (AID 620) | HT1080 viability, fluorescence; higher % means a stronger effect | cytotoxicity, % at 10 µM, or EC50 in µM where a hit was titrated | 0.42% of 87,000 active;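 also: cells exposed to compound overnight then 4 h with Alamar Blue; 0% = vehicle DMSO and 100% = killing control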
Spn PMK inh pilot replicates: second read-out of Spn PMK inh, no call of its own (marks repeat the call); inhibition, %; measured here: pilot screen replicates
MK inhibit pilot replicates: further read-out of MK inhibit, marked with its call; inhibition, %; measured here: pilot screen replicates
Spn DPM-DC inh pilot screen %: also measured in Spn DPM-DC inh; calls as there; inhibition, %; measured here: pilot screen trials
Numbers without * were called inactive. Rule as the data show it, unless noted: active = cytotoxicity above about 50%; inactive = the rest.

`COc1ccc(-c2nc(-c3ccc(NC(=O)c4ccc(Br)o4)cc3)no2)cc1OC` gave Bfl-1 displacement -12%, Alkaline phosphatase 7%, HPDE-C7 cytotoxicity -18%, Spn PMK inh 13, HPDE-C7K KRASV12 -11%, MK inhibit 0, Spn DPM-DC inh inactive and HT1080 viability 22%.
Screening CC1(Cc2cn(CCC#N)c3ccccc23)OCCO1 returned Bfl-1 displacement -2%, Alkaline phosphatase 13%, HPDE-C7 cytotoxicity 12%, LYP inhibition 0%, Spn PMK inh 8, HPDE-C7K KRASV12 2%, MK inhibit 13, Spn DPM-DC inh inactive and HT1080 viability -3%.
Cc1ccc2cc(CN(CCN3CCCC3)C(=O)Nc3ccc(F)cc3)c(=O)[nH]c2c1C was read as Bfl-1 displacement 4%, Alkaline phosphatase 7%, HPDE-C7 cytotoxicity 2%, Spn PMK inh 14, HPDE-C7K KRASV12 12%, MK inhibit 0, Spn DPM-DC inh inactive, HT1080 viability 6%, Spn PMK inh pilot replicates 1.0, MK inhibit pilot replicates 1.0 and Spn DPM-DC inh pilot screen % 1.0.
For CC(Oc1ccccc1)C(=O)Nc1ccc(S(=O)(=O)N2CCOCC2)cc1 (centres undefined) the results were Bfl-1 displacement -4%, Alkaline phosphatase 5%, HPDE-C7 cytotoxicity -19%, LYP inhibition 8%, Spn PMK inh 0, HPDE-C7K KRASV12 -14%, MK inhibit 0, Spn DPM-DC inh inactive and HT1080 viability -8%.
`O=C(NCCCn1ccnc1)c1ccc2c(c1)OCCO2` gave Bfl-1 displacement -2%, Alkaline phosphatase -3%, HPDE-C7 cytotoxicity 10%, LYP inhibition 6%, Spn PMK inh 15, HPDE-C7K KRASV12 2%, MK inhibit 2, Spn DPM-DC inh inactive and HT1080 viability -12%.
O=C1N=C(N2CCOCC2)CS1 was read as Bfl-1 displacement 0%, Alkaline phosphatase 13%, HPDE-C7 cytotoxicity 0%, LYP inhibition 9%, Spn PMK inh 12, HPDE-C7K KRASV12 1%, MK inhibit 5, Spn DPM-DC inh inactive, HT1080 viability 2%, Spn PMK inh pilot replicates 4.0, MK inhibit pilot replicates 1.0 and Spn DPM-DC inh pilot screen % 2.5.
O=C(CNS(=O)(=O)c1cccs1)Nc1ccc2c(c1)OCCO2 was read as Bfl-1 displacement -1%, Alkaline phosphatase 3%, HPDE-C7 cytotoxicity -1%, Spn PMK inh 11, HPDE-C7K KRASV12 4%, MK inhibit 8, Spn DPM-DC inh inactive and HT1080 viability 2%.
Screening COc1ccc(C(=O)N2CCSC2=S)cc1OC returned Bfl-1 displacement 0%, Alkaline phosphatase 24%, HPDE-C7 cytotoxicity 10%, LYP inhibition -2%, Spn PMK inh 8, HPDE-C7K KRASV12 11%, MK inhibit 4, Spn DPM-DC inh inactive, HT1080 viability -10%, Spn PMK inh pilot replicates 3.0, MK inhibit pilot replicates 2.0 and Spn DPM-DC inh pilot screen % 0.0.
COCC(=O)NCc1ccc2c(c1)cc(C)n2C was read as LYP inhibition 13%, Spn PMK inh 11, MK inhibit 8, Spn DPM-DC inh inactive and HT1080 viability -10%.
`c1ccc(C2=Nn3c(nnc3-c3cc(-c4ccccc4)n[nH]3)SC2)cc1` gave Bfl-1 displacement -8%, Alkaline phosphatase 8%, HPDE-C7 cytotoxicity 5%, LYP inhibition 14%, Spn PMK inh 10, HPDE-C7K KRASV12 -7%, MK inhibit 5, Spn DPM-DC inh inactive and HT1080 viability 23%.
Cc1ccc2cc3cc(C(=O)NCCCN4CCCCCC4)oc3nc2c1 was read as Bfl-1 displacement -4%, Alkaline phosphatase 6%, HPDE-C7 cytotoxicity -25%, LYP inhibition 3%, Spn PMK inh 0, HPDE-C7K KRASV12 -8%, MK inhibit 0 and HT1080 viability 0%.
COc1ccc(S(N)(=O)=O)cc1C(=O)NCC1(N2CCCCC2)CCCCC1 was read as Bfl-1 displacement -3%, Alkaline phosphatase 14%, HPDE-C7 cytotoxicity -1%, Spn PMK inh 19, HPDE-C7K KRASV12 -18%, MK inhibit 5, Spn DPM-DC inh inactive and HT1080 viability 8%.
`CN1CCN(Cc2nc3c(c(=O)n(C)c(=O)n3C)n2Cc2ccccc2Cl)CC1` gave Bfl-1 displacement -1%, Alkaline phosphatase 17%, HPDE-C7 cytotoxicity 4%, Spn PMK inh 2, HPDE-C7K KRASV12 18%, MK inhibit 5, Spn DPM-DC inh inactive, Spn PMK inh pilot replicates 3.0, MK inhibit pilot replicates 1.5 and Spn DPM-DC inh pilot screen % 0.0.
Screening CCn1c(=N)c(C(=O)OC)cc2c(=O)n3ccccc3nc21 returned Bfl-1 displacement -1%, Alkaline phosphatase -5%, HPDE-C7 cytotoxicity -18%, LYP inhibition 5%, Spn PMK inh 17, HPDE-C7K KRASV12 -13%, MK inhibit 6 and HT1080 viability 0%.
O=C(NC1CCCC1)c1cnn2c(C(F)(F)F)cc(-c3ccco3)nc12 was read as Bfl-1 displacement 2%, Alkaline phosphatase 15%, HPDE-C7 cytotoxicity 7%, LYP inhibition -1%, Spn PMK inh 18, HPDE-C7K KRASV12 7%, MK inhibit 3, Spn DPM-DC inh inactive and HT1080 viability 3%.
Cc1nc(SCC(=O)Nc2cccc(Cl)c2)n[nH]1 was read as Bfl-1 displacement -4%, Alkaline phosphatase 9%, HPDE-C7 cytotoxicity 5%, LYP inhibition 1%, Spn PMK inh 0, HPDE-C7K KRASV12 1%, MK inhibit 0, Spn DPM-DC inh inactive and HT1080 viability 2%.
For CCOC(=O)c1ccc(S(=O)(=O)n2c(CN3CCCCC3)nc3ccccc32)cc1 the results were Bfl-1 displacement -1%, Alkaline phosphatase 14%, HPDE-C7 cytotoxicity -9%, Spn PMK inh 3, HPDE-C7K KRASV12 -5%, MK inhibit 3, Spn DPM-DC inh inactive and HT1080 viability 25%.
Screening CCN(CC)CCOC(=O)c1c(C)n(C)c2ccc(OC)cc12 returned Bfl-1 displacement -3%, Alkaline phosphatase 6%, HPDE-C7 cytotoxicity 21%, LYP inhibition 14%, Spn PMK inh 5, HPDE-C7K KRASV12 21%, MK inhibit 0, Spn DPM-DC inh inactive and HT1080 viability 6%.
`Cn1c(=O)c2c(nc(Br)n2Cc2ccc3ccccc3c2)n(C)c1=O` gave Bfl-1 displacement -2%, Alkaline phosphatase 7%, HPDE-C7 cytotoxicity 2%, LYP inhibition 10%, Spn PMK inh 3, HPDE-C7K KRASV12 10%, MK inhibit 0, Spn DPM-DC inh inactive and HT1080 viability 8%.
`C=CCn1c(SCC(=O)Nc2cc3oc4ccccc4c3cc2OC)nnc1-c1cnccn1` gave Bfl-1 displacement -7%, Alkaline phosphatase 4%, HPDE-C7 cytotoxicity 40%, LYP inhibition -1%, Spn PMK inh 7, HPDE-C7K KRASV12 51%*, MK inhibit 4, Spn DPM-DC inh inactive and HT1080 viability 8%.
For O=S(=O)(c1ccc(S(=O)(=O)N2CCN(Cc3ccccc3)CC2)cc1)N1CCOCC1 the results were Bfl-1 displacement -6%, Alkaline phosphatase 8%, HPDE-C7 cytotoxicity 10%, Spn PMK inh 0, HPDE-C7K KRASV12 12%, MK inhibit 14, Spn DPM-DC inh inactive and HT1080 viability -1%.
`CCOC(=O)c1ccc(S(=O)(=O)N2CCC(C(=O)OCC)CC2)cc1` gave Bfl-1 displacement 10%, Alkaline phosphatase 11%, HPDE-C7 cytotoxicity 6%, Spn PMK inh 10, HPDE-C7K KRASV12 -8%, MK inhibit 8, Spn DPM-DC inh inactive and HT1080 viability -1%.
CCOC(=O)N1CCN(C(c2ccc(Cl)cc2)c2sc3nc(C)nn3c2O)CC1 (centres undefined) was read as Bfl-1 displacement 0%, Alkaline phosphatase 17%, HPDE-C7 cytotoxicity -2%, LYP inhibition 4%, Spn PMK inh 6, HPDE-C7K KRASV12 -2%, MK inhibit 6, Spn DPM-DC inh inactive, HT1080 viability -6%, Spn PMK inh pilot replicates 5.0, MK inhibit pilot replicates 0.0 and Spn DPM-DC inh pilot screen % 0.0.
For Cc1ccc(-n2ncc3c(Nc4c(C)n(C)n(-c5ccccc5)c4=O)ncnc32)c(C)c1 the results were Bfl-1 displacement -1%, Alkaline phosphatase 7%, HPDE-C7 cytotoxicity -6%, LYP inhibition 8%, Spn PMK inh 23, HPDE-C7K KRASV12 -18%, MK inhibit 6, Spn DPM-DC inh inactive, HT1080 viability 7%, Spn PMK inh pilot replicates 0.0, MK inhibit pilot replicates 0.0 and Spn DPM-DC inh pilot screen % 0.0.
For COCCCn1c(=N)c(C(=O)NCc2ccc3c(c2)OCO3)cc2c(=O)n3ccccc3nc21 the results were Bfl-1 displacement 1%, Alkaline phosphatase 21%, HPDE-C7 cytotoxicity -5%, LYP inhibition -2%, Spn PMK inh 0, HPDE-C7K KRASV12 8%, MK inhibit 1, Spn DPM-DC inh inactive and HT1080 viability 9%.
Screening Cc1c(C(=O)O)c2cc(O)ccc2n1-c1ccccc1 returned Bfl-1 displacement 2%, Alkaline phosphatase 0%, HPDE-C7 cytotoxicity 4%, LYP inhibition 0%, Spn PMK inh 20, HPDE-C7K KRASV12 6%, MK inhibit 5, Spn DPM-DC inh inactive and HT1080 viability -19%.
For COCC(=O)Nc1nnc(-c2cccs2)s1 the results were Bfl-1 displacement -5%, Alkaline phosphatase 3%, HPDE-C7 cytotoxicity 3%, LYP inhibition -1%, Spn PMK inh 4, HPDE-C7K KRASV12 -7%, MK inhibit 0, Spn DPM-DC inh inactive and HT1080 viability 3%.
Brc1cnc(N2CCCC2)nc1N1CCCCC1 was read as Bfl-1 displacement -3%, Alkaline phosphatase 14%, HPDE-C7 cytotoxicity -17%, LYP inhibition 10%, Spn PMK inh 7, HPDE-C7K KRASV12 -11%, MK inhibit 5, Spn DPM-DC inh inactive and HT1080 viability -5%.
N#Cc1c(N)c(C(=O)c2ccccc2)n2c1CCC2 was read as Bfl-1 displacement 1%, Alkaline phosphatase 2%, HPDE-C7 cytotoxicity 2%, LYP inhibition 2%, Spn PMK inh 0, HPDE-C7K KRASV12 0%, MK inhibit 5, Spn DPM-DC inh inactive and HT1080 viability 1%.
For CCOC(=O)c1c(Nc2nc(C)c(C(=O)NC)s2)sc(C)c1C the results were Bfl-1 displacement -2%, Alkaline phosphatase 3%, HPDE-C7 cytotoxicity -2%, LYP inhibition -5%, Spn PMK inh 16, HPDE-C7K KRASV12 4%, MK inhibit 33, Spn DPM-DC inh active and HT1080 viability -4%.
COc1ccc(Nc2nc(C)cc(C)c2C(N)=O)c(OC)c1 was read as Bfl-1 displacement 2%, Alkaline phosphatase 1%, HPDE-C7 cytotoxicity -1%, LYP inhibition -12%, Spn PMK inh 0, HPDE-C7K KRASV12 4%, MK inhibit 0, Spn DPM-DC inh inactive and HT1080 viability 0%.
